# IMPase cell inh: qHTS Assay for Identifying the Cell-Membrane Permeable IMPase Inhibitors | CHO-M1 cells, IP1 accumulation, HTRF TR-FRET ratio | inhibition (IP1 accumulation), % at 46.1 µM | 120,000 tested, under 10 active | AID 901, 2007; active = well fitted curve in the direction sought with a large enough effect in the signal ratio, not every such curve was filed as active; inconclusive = small, poorly fitted or top-dose-only effect, or a change in a side signal; inactive = no such curve, though single readings can be large or run the other way; the % refers to the signal ratio;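 note: cells stimulated with carbachol in lithium chloride buffer; plate controls were DMSO basal wells for no effect and reference inhibitor wells for full effect; higher means more IMPase inhibition seen as more IP1 and lower FRET ratio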
# Target sequence (P97697 whole entry, looked up): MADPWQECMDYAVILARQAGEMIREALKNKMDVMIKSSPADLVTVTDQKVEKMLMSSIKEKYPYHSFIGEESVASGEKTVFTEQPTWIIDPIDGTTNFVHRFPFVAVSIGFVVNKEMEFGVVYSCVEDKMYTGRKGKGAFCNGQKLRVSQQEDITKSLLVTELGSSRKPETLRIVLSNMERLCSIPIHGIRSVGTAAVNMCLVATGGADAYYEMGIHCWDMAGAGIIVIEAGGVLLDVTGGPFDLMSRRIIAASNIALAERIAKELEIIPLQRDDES
#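 Cellular IMPase inhibition is scored as a rise in cytosolic IP1, detected by competitive TR-FRET between d2-labelled IP1 and a europium anti-IP1 antibody. M1-expressing CHO cells were stimulated with carbachol for 30 min at 37C, with lithium (50 mM LiCl) present in the buffer.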
# ALOX12 inhib: qHTS Assay for Inhibitors of 12-hLO (12-human lipoxygenase). Polyunsaturated fatty acid lipoxygenase ALOX12 (Homo sapiens), P18054. purified 12-hLO, xylenol orange hydroperoxide absorbance. Potency, µM (series often up to 57.1 µM), without a hit: top-dose activity change, negative = inhibition, usual class: inhibitors. 150,000 tested, 0.12% active. AID 1452, 2008; note: potency is the fitted concentration of half-maximal effect; nearly all actives have a fitted effect of over 55% in size; many of its hits are not listed in these tables
# Target sequence (P18054 whole entry, looked up): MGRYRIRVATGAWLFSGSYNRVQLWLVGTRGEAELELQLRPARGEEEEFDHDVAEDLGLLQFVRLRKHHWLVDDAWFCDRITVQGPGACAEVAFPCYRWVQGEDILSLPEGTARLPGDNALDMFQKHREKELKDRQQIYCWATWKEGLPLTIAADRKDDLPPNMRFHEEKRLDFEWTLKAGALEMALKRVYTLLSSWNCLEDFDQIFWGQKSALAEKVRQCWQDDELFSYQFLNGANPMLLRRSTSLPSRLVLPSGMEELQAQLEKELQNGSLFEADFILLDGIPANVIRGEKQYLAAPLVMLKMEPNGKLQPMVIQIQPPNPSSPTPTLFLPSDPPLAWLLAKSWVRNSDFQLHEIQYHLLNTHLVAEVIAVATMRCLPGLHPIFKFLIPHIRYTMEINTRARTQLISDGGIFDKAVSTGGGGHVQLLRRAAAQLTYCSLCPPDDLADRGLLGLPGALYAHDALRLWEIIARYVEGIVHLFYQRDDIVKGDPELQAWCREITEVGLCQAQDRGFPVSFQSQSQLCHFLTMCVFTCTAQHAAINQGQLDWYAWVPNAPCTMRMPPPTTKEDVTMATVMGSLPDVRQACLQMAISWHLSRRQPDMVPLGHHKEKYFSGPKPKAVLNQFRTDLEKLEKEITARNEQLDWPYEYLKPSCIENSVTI
#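 Hydroperoxide formation by human 12-lipoxygenase from 40 uM arachidonic acid was followed colorimetrically via ferric-xylenol orange complex, using the 573/405 nm absorbance ratio. Enzyme concentration was 150 nM, with 30 min reaction at room temperature.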
# 15-hLO-2 inh: qHTS Assay for Inhibitors of 15-hLO-2 (15-human lipoxygenase 2); Polyunsaturated fatty acid lipoxygenase ALOX15B (Homo sapiens), O15296; purified 15hLO-2, xylenol orange hydroperoxide absorbance; Potency, µM (titrated, usually from 57.1 µM), for the others: at the top dose activity change, negative = inhibition, actives largely listed as inhibitors; 110,000 tested, 0.56% active; note: potency is the fitted concentration of half-maximal effect; nearly all actives have a fitted effect of over 60% in size; many of its hits are not listed in these tables
#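 Purified human 15hLO-2 (50 nM final) preincubated with compounds 15 min at room temperature in 25 mM Hepes pH 7.5, 0.01% Triton X-100, then 45 uM arachidonic acid added for 90 min; hydroperoxide detected via ferrous/xylenol orange, 573/405 nm absorbance ratio.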
# PNC inhibitor: High Content Assay for Compounds that inhibit the Assembly of the Perinucleolar Compartment; 140,000 tested, 3.1% active; activity change (PNC), negative = inhibition, % at 10 µM; PC3M PTB-GFP, PNC prevalence imaging, 16 h; hits give low values;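 active = readout at or below -70, meaning at least 70% loss of cells showing the perinucleolar compartment, a nuclear body marking cancer cells; inconclusive = readout between -30 and a set limit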;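 note: plate controls were DMSO wells for no effect and camptothecin positive control wells for full effect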
#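 Compounds are pinned in duplicate onto adhered PC3M cells stably expressing GFP-tagged PTB and incubated 16 h at 37 C. Cells are then fixed, nuclei stained with Hoechst, and PNC-positive cells counted.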
# * = called active by the depositor; ? = inconclusive; . = not tested or not shown; [ ] = dose if it differs, or a comment. Unless noted, calls come from the whole dose curve; as a rule, active = well fitted curve in the direction sought with a large enough effect; inconclusive = small, poorly fitted or top-dose-only effect, or another doubt; inactive = no such curve, though single readings can be large; an effect the other way counts as inactive or inconclusive. Unless noted, % is set by controls: 0 for no effect and ±100 for the full control effect.
SMILES,IMPase cell inh,ALOX12 inhib,15-hLO-2 inh,PNC inhibitor
Cc1[nH][nH]c(=O)c1C(c1ccc(-c2ccc(Cl)cc2)o1)c1c(C)[nH][nH]c1=O,-1.3,-15.5%,24.8%,32.8
COc1ccc(-n2c(C)cc(C(=O)CN3C(=O)c4ccccc4C3=O)c2C)cc1,1.0,4.1%,.,?
O=C(c1ccncc1)N(Cc1ccco1)Cc1cc2ccccc2[nH]c1=O,-3.4,3.0%,-5.8%,7.2
CCN1C(=O)C(O)(CC(=O)c2cc(C)ccc2C)c2ccccc21 (stereo unspecified),-6.9,2.3%,1.2%,11.7
O=C(NCCc1ccccc1)C1CCN(c2nc3ccccc3o2)CC1,-2.6,-3.9%,-7.2%,18.8
CCC(Sc1nc(C)cc(=O)[nH]1)C(=O)Nc1ccc(Cl)cn1 (stereo unspecified),5.1,-1.0%,-4.6%,32.2
COc1ccc(CCN2CN(S(=O)(=O)c3ccc(C)cc3)c3nc4ccccc4nc32)cc1OC,.,1.1%,.,17.3
O=C(CN1CCOCCOCCN(CC(=O)Nc2ccccc2)CCOCC1)Nc1ccccc1,-2.6,4.0%,35.7%[activator],8.6
O=C(Nc1ccc2c(c1)OCO2)c1ccc(CN2CCOCC2)cc1,8.9,-7.0%,-3.5%[2.29 µM],-27.8
CC(C)(C)n1ncc2c(=O)n(CC(=O)NCc3ccccc3)cnc21,?,-7.7%,.,52.6
C=CCn1c2ccccc2c2nnc(SCCCn3c(=O)[nH]c4ccccc43)nc21,14.2,0.5%,-13.5%,3.4
O=C(Nc1cccc2ccccc12)N1CC=CCC1,9.6,-2.8%,-1.1%,25.7
Cc1cc(Cl)ccc1OC(C)C(=O)NCCc1ccc2c(c1)OCCO2 (stereo unspecified),.,-3.6%,.,?
Nc1ncnc2c1nc(Br)n2[C@@H]1O[C@H]2COP(=O)(O)O[C@@H]2[C@H]1O,?,4.5%,-2.7%,.
O=C(CSc1nnc2ccccn12)NC(=O)NC1CCCCC1,5.8,-0.1%,2.0%,6.8
Clc1ccc(Cn2c(/C=C/c3ccco3)nc3ccccc32)cc1,.,-7.1%,.,-84.2*
O=C(COc1ccccc1)Nc1nc2ccccc2[nH]1,-9.8,?,25.6%,-29.4
CCC(=O)Nc1ccc(C(=O)Nc2cc(C)on2)cc1,-12.4,10.3%,2.6%,-14.1
Cc1nc2c3c4c(sc3n3c(SCC(=O)NCc5ccco5)nnc3n2n1)COC(C)(C)C4,-2.1,-5.1%,1.4%,?
CCOC(=O)N1CCN(C(=O)CN(Cc2ccc(Cl)cc2)S(=O)(=O)c2ccccc2)CC1,-1.1,-2.8%,-0.4%,-26.6
COc1ccccc1CNc1ccnc(-c2ccoc2)n1,.,-9.7%,-1.8%,.
Cc1nn(Cc2ccc(Cl)cc2Cl)c(C)c1NC(=O)C1C2CCC(O2)C1C(=O)O (stereo unspecified),5.0,-2.2%,.,-13.1
Nc1ncnc2c1ncn2[C@H]1O[C@@H](C(=O)OCCO)[C@@H](O)[C@H]1O,.,4.2%[11.4 µM],-4.7%[11.4 µM],.
CCCn1c(N)nc2ccccc21,-2.0,2.0%,7.0%,3.2
O=C(NC(Nc1ccc(F)cc1)(C(F)(F)F)C(F)(F)F)c1cccnc1,.,0.7%,.,-13.6

# Continued:
SMILES,IMPase cell inh,ALOX12 inhib,15-hLO-2 inh,PNC inhibitor
Cc1cc(C)c(C#N)c(SCc2cn3c(C)cccc3n2)n1,.,-1.0%,.,-4.9
COC(=O)C(C)NS(=O)(=O)c1ccc(NC(C)=O)cc1 (stereo unspecified),-16.5,1.0%,-1.2%,-17.7
Cc1nc(NC(=O)c2ccccc2)sc1-c1csc(N)n1,-3.9,-1.5%,20.5%,-3.2
CCCCC(=O)N(Cc1ccc(-c2ccccc2-c2nn[nH]n2)cc1)C(C(=O)O)C(C)C (stereo unspecified),.,5.6%,-2.5%,.
Cc1ccccc1NC(=S)NNc1ncc(C(F)(F)F)cc1Cl,0.2,?,-21.9%,-6.4
CCn1nc(C(=O)OCC(=O)Nc2ncc(Cl)c(C)c2Cl)c2ccccc2c1=O,-1.8,-0.3%,.,?
CC(=O)c1cccc(NC(=O)c2ccc(NS(=O)(=O)c3c(C)noc3C)cc2)c1,-4.6,-2.3%,-14.9%,-16.7
CCOC(=O)C1=C(C)NC(=O)NC1c1ccc(OC(=O)c2ccco2)c(OC)c1 (stereo unspecified),-0.2,-4.6%,1.7%,-16.3
CN(Cc1ccco1)c1ncnc2ccc(-c3cccc(C#N)c3)cc12,.,1.7%,3.8%,.
CC(C)(C)C1CCC(=O)C(C2(O)C(=O)Nc3ccccc32)C1 (stereo unspecified),1.0,-2.9%,2.0%,-10.9
COC(=O)c1coc(-c2ccc(C)cc2)c1C(=O)OC,-15.3,-7.0%,10.7%,7.6
Cc1c(CCC(C)C)c(-n2ccnc2C)n2c(nc3ccccc32)c1C#N,-17.0,5.8%,-2.5%,34.2
O=C(NC1(C(F)(F)F)N=C2SCCN2C1=O)c1ccccc1 (stereo unspecified),0.3,7.6%,0.8%,103.3
COc1ccc(/C=N/NC(=O)Cc2csc(Nc3cccc(C(F)(F)F)c3)n2)cc1C,6.6,-12.7%,40.7%[activator],-3.8
CN1CCCN(S(=O)(=O)c2ccc3c(c2)OCCO3)CC1,8.1,9.3%,.,15.8
COc1ccccc1Oc1coc2cc(OC(=O)N3CCOCC3)ccc2c1=O,-1.8,-1.0%,-3.5%,?
CCOc1cccc(C2C(C(=O)c3ccc(C)o3)=C(O)C(=O)N2Cc2ccncc2)c1 (stereo unspecified),?,-3.4%,-9.1%,-20.8
CCc1ccc(CNC(=O)C2CCC(=O)N2C2CCCCC2)cc1 (stereo unspecified),4.0,1.0%,1.6%,?
CCCCCC1C(=O)C[C@@H]2CCN3C(=O)CCC[C@H]1[C@H]23 (stereo partly specified),.,-0.1%[0.00818 µM],10.4%[0.0915 µM],.
CCOC(=O)c1cc2occc2n1CC(=O)N1CCOCC1,5.1,-5.9%,-7.1%,-28.5
CCN(CC)C(=O)COc1ccc(CC(=O)O)cc1OC,-4.3,-2.2%,-3.3%,-1.0
CC1(C)CC(=O)C2=C(C1)N=C1c3ccccc3C(=O)C1C2c1ccc(Cl)cc1 (stereo unspecified),5.3,-5.2%,-25.8%,28.9
CCN(CC)C(=O)Oc1cc(=O)n2c3c(cccc13)CCC2,.,-4.7%,.,41.3
O=C(Cc1ccc(Cl)c(Cl)c1)OCC(=O)c1ccc[nH]1,3.0,-11.1%,-1.7%,10.3
NC(=O)c1ccc(NC(=O)CCCN2C(=O)c3ccccc3C2=O)cc1,-0.7,-1.1%,-1.2%,?

# Record cards, from the list above. Order of screens: IMPase cell inh	ALOX12 inhib	15-hLO-2 inh	PNC inhibitor
# CCc1ccc(CNC(=O)C2CCC(=O)N2C2CCCCC2)cc1 (stereo unspecified) is entered as 4.0	1.0%	1.6%	?
# Cc1ccccc1NC(=S)NNc1ncc(C(F)(F)F)cc1Cl is entered as 0.2	?	-21.9%	-6.4
# COC(=O)C(C)NS(=O)(=O)c1ccc(NC(C)=O)cc1 (stereo unspecified) is entered as -16.5	1.0%	-1.2%	-17.7
# Cc1nc(NC(=O)c2ccccc2)sc1-c1csc(N)n1 is entered as -3.9	-1.5%	20.5%	-3.2
# Cc1cc(C)c(C#N)c(SCc2cn3c(C)cccc3n2)n1 is entered as .	-1.0%	.	-4.9

# Next compounds.
SMILES,IMPase cell inh,ALOX12 inhib,15-hLO-2 inh,PNC inhibitor
O=C(CSc1nc2ccccc2o1)N1c2ccccc2Sc2ccc(C(F)(F)F)cc21,.,0.1%,.,38.6
CCCn1c(=NC(=O)c2ccc3c(c2)OCO3)c(C#N)cc2c(=O)n3cccc(C)c3nc21,3.5,-12.0%,-15.9%,-27.7
CSc1ccc(S(=O)(=O)NCc2ccc(Cl)cc2)cc1,6.3,-9.8%,-11.3%,?
CN(c1ccccc1)c1ccc(/C=C(\CCC(=O)O)c2nc3ccccc3s2)cc1[N+](=O)[O-],.,-0.7%,.,35.9
CCOCCCNC(=O)C1CCCN1S(=O)(=O)c1ccc(Cl)cc1 (stereo unspecified),-1.6,-7.5%,-4.7%,13.5
Cc1nc(Cl)sc1C(=O)Nc1cccc(Cl)c1C,.,-4.0%,.,-27.6
COC(=O)CCSCC(=O)Nc1nnc(C)s1,-0.6,0.4%,3.5%,-19.0
O=C(Nc1ccc(N2CCN(C(=O)c3ccc(Cl)cc3)CC2)cc1)c1cccnc1,20.1,4.0%,1.4%,28.4
COc1ccc(OC)c(S(=O)(=O)N(C)CC(=O)N2CCN(c3cccc(Cl)c3)CC2)c1,8.7[1.84 µM],-4.2%,-3.1%[11.4 µM],?
CC(CCc1ccccc1)NC(=O)C(=O)NCc1ccccc1 (stereo unspecified),.,-0.6%,.,4.3
O=c1ccc2ccc(O)c(O)c2o1,20.6,-4.8%,?,.
COc1c2ccoc2c(OC[C@@H](O)C(C)(C)OC)c2oc(=O)ccc12,.,7.3%,.,80.4
COc1ccc(C)cc1-n1nnnc1SCc1cc(=O)n2cc(C)ccc2n1,10.9,-12.2%,-6.7%,-22.3
CCOc1ccc(-c2cn[nH]c2N)cc1,-1.2,4.5%,25.9%,14.8
CCOc1cc(C)c(C(C)C)cc1S(=O)(=O)N1CC(C)OC(C)C1 (stereo unspecified),6.4,-6.4%,-2.8%,?
CCOC(=O)c1c(NC(C)=O)sc2c(OC)cccc12,3.3,-0.6%,-3.3%,83.8
Cc1cc(N(C)C)nc(SC(C)C)n1,3.0[1.84 µM],-1.0%,13.9%[11.4 µM],6.9
CCc1cc(-c2n[nH]c(=S)n2CC(C)C)cs1,.,-7.3%,.,10.4
COc1ccc(N2CCN(C(c3cc(OC)ccc3OC)c3nnnn3CC3CCCO3)CC2)cc1 (stereo unspecified),4.3,2.3%,.,?
COc1cc(CNCc2ccccn2)ccc1OCC(=O)NC1CCCCC1,6.2,-1.4%,.,?
CCCCn1c(SCc2ccc(Cl)cc2)nc2c1c(=O)[nH]c(=O)n2C,-4.3,-4.0%,5.0%[2.29 µM],-13.1
COc1cccc(Oc2cnc(N)nc2-c2ccc(OC)cc2O)c1,1.6,-13.5%,5.4%,4.0
O=C(/C=C/c1ccc(F)cc1)NCC1(c2ccccc2)CCOCC1,.,-2.4%,.,?
COc1ccc(C=NCC2OCCc3ccccc32)cc1OC (stereo unspecified),.,13.9%,.,?
CC1(NC(=S)N(CCO)CCO)CCS(=O)(=O)C1 (stereo unspecified),.,2.4%,.,?

# Next compounds follow.
SMILES,IMPase cell inh,ALOX12 inhib,15-hLO-2 inh,PNC inhibitor
CC(C)C(CCNC(=O)CC(Cc1ccccc1)c1ccco1)c1ccco1 (stereo unspecified),3.4,?,-26.8%,1.6
CC(C)CCOc1ccc(C(CC(N)=O)C(=O)O)cc1 (stereo unspecified),2.6,9.6%,-4.2%,6.1
Cc1nc2ccccc2c(-c2ccccc2)c1CC(=O)O,.,0.2%,.,-10.2
CCC(=O)Nc1ccccc1C(=O)OC(c1ccccc1)c1ccccc1,.,-1.9%,.,30.1
O=C(O)CCCCCn1c(SCc2cc(=O)n3ccccc3n2)nc2ccsc2c1=O,.,-1.5%,.,8.5
CC1CCC2(OC1)OC1CC3C4CCC5CC(O)CCC5(C)C4=CCC3(C)C1C2C (stereo unspecified),.,-4.3%,-0.2%,.
CCCC(=O)c1cc(F)c(N2CCN(S(=O)(=O)c3ccccc3)CC2)cc1C,-1.4,-8.8%,4.2%,20.0
Cc1cc2c(cc1C)CSC(c1c(O)ccc3ccccc13)SC2,11.3,-25.5%,-14.5%,?
Cc1ccc(-c2nc3ccccc3s2)cc1S(=O)(=O)N1CCOCC1,-2.2,-4.4%,7.3%,32.1
